# Screens deposited in PubChem by several laboratories.
# Vc quorum ag – inducers of Vibrio cholerae quorum light production without autoinducers. V. cholerae BH1578 lux reporter, luminescence, 6 h. activation, % at 18.7 µM. 350,000 tested, 0.16% active; in the data active = activation mostly above about 9.7%, no sharp cut-off; inconclusive = no clear call, values can overlap the other calls; inactive = mostly below about 3.7%; also: not every result past the cut was called active; inactives centre near 0; reference of the scale not given here
# PriA SSB inh – inhibitors of Klebsiella pneumoniae PriA binding to SSB C-terminal tail; AlphaScreen SSBct-PriA binding, biotinylated peptide; inhibition, % at 33 µM; 430,000 tested, 0.6% active; in the data active = inhibition mostly above about 37%, no sharp cut-off; inactive = mostly below about 20%;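 also: plate controls were negative control peptide for no effect and reference peptide for full effect; strong numbers were not always called active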
# TcdB GH inh – TcdB glycohydrolase inhibition; AID 652162; P18177; TcdB glycohydrolase enzymatic assay, plate reader; 350,000 tested, 0.24% active; inhibition, % at 9.99 µM; in the data active = inhibition above about 10%
# Rv3671c inh – inhibitors of M. tuberculosis serine protease Rv3671c. inhibition, % at 5.96 µM. 320,000 tested, 0.048% active. P9WHR9; in the data active = inhibition above about 38%;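 also: extracellular domain of Rv3671c used as enzyme; 0% = enzyme with DMSO and 100% = no enzyme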
# Target sequence (P9WHR9 whole entry, looked up, the tested form may be a part): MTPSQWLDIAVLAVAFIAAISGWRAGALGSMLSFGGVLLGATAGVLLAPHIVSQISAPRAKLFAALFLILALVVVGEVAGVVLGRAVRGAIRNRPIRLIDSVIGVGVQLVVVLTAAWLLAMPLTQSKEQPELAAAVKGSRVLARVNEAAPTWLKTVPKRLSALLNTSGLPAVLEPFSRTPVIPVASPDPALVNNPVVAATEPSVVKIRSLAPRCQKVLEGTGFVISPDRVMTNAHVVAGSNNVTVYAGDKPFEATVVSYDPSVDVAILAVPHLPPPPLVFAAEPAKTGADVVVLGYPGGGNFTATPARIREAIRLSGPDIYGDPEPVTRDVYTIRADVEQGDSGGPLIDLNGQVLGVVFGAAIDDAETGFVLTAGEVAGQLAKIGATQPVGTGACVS
# VHR inh abs – DUSP3 (human) phosphatase inhibition. inhibition, % at 13.3 µM. recombinant VHR phosphatase, pNPP absorbance. P51452. 290,000 tested, 0.52% active; in the data active = inhibition above about 50%; also: some compounds called inactive have numbers as strong as hits
# Target sequence (P51452 whole entry, looked up): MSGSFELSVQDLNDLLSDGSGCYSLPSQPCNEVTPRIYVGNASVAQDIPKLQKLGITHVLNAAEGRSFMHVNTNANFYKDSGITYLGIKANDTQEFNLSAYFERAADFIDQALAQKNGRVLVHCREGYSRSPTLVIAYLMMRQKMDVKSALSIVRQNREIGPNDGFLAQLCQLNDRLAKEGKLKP
# MazEF act – activators of E. coli MazEF toxin-antitoxin RNase | FAM/BHQ RNA-DNA oligo cleavage fluorescence, 5 h | 350,000 tested, 0.32% active | P0AE70 | activation, % at 20 µM; in the data active = activation above about 50%
# Target sequence (P0AE70 whole entry, looked up): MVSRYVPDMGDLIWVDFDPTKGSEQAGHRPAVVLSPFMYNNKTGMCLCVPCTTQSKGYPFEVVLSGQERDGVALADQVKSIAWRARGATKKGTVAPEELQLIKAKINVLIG
# SARS 3CLpro inh – SARS-CoV 3CLpro protease inhibition | P0C6X7 | recombinant SARS-CoV 3CLpro, quenched FRET peptide cleavage | inhibition, % at 6 µM | 290,000 tested, 0.14% active | AID 1706; in the data active = inhibition above about 12%
# PfHsp40 rescue – rescue of PfHsp40-mediated yeast toxicity | S. cerevisiae expressing PfHsp40, growth rescue, ATP luminescence | growth rescue, % at 12.5 µM | 340,000 tested, 0.68% active; in the data active = growth rescue above about 28%, passing the limit was not always enough; inconclusive = no clear call, values can overlap the other calls;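 also: yeast W303a lacking pdr1 and pdr3 grown in galactose medium; growth measured after three days at 30 °C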
# Anthrax LF prot – anthrax lethal factor protease inhibition; multiplex microsphere protease cleavage assay, LF; inhibition, % at 10 µM; 360,000 tested, 0.12% active; in the data active = inhibition above about 30%; inconclusive = no clear call, values can overlap the other calls; also: plate controls were buffer without enzyme for full effect and enzyme alone for no effect
# Y pestis TopoI – Y. pestis Topo-I inhibition via cleavage products; Y. pestis Topo-I cleavage product accumulation, plate reader; activity, % at 10 µM; 360,000 tested, 0.064% active; in the data active = activity above about 50%, passing the limit was not always enough; inconclusive = no clear call, values can overlap the other calls; also: inactives centre near 2
# Starred values were filed as active, the others as inactive; i = inactive; u = inconclusive; x = not tested or not shown; & = joins results of further samples. An excerpt. The share of hits here may be higher or lower than overall.
Compound	Vc quorum ag	PriA SSB inh	TcdB GH inh	Rv3671c inh	VHR inh abs	MazEF act	SARS 3CLpro inh	PfHsp40 rescue	Anthrax LF prot	Y pestis TopoI
O=C(c1ncn(Cc2ccccc2)c1C(=O)N1CCN(c2ccccc2)CC1)N1CCN(c2ccccc2)CC1	i	12	1.7	3	x	5	x	0.1	-4	8
CC(C)C[C@H](NC(=O)c1nc[nH]c1C(=O)N(C)Cc1ccccc1)C(=O)OCc1ccccc1	i	4	1.7	2	-4	5	3	1.5	-8	7
O=C(CN(Cc1ccccc1)C(=O)CCl)c1cccc(Br)c1	i	1	1.3	6	x	5	x	5.3	-3	8
CN(C)c1ccc(NC(=O)CCCc2ccccc2)cc1	1.9	21	x	10	13	5	-1	-0.4	-10	-5
COC(=O)Nc1ccc(S(=O)(=O)N2CCCC(C(=O)NCC3CCCO3)C2)cc1 (stereo unspecified)	5.9	-12&-11&-4	1.3	0	x	4	x	-0.6	2	-3
CN(CC(=O)O/N=C(\N)c1ccccn1)S(=O)(=O)c1ccc(Br)cc1	i	i	x	-14	8	-12	-8	-0.2	-1	1
N#CCC(=O)Nc1ccc(C(=O)OC(C(=O)Nc2ccc([N+](=O)[O-])cc2Br)c2ccccc2)cc1 (stereo unspecified)	i	6	0.6	x	x	-2	x	-1.0	-8	-22
Cc1ccc2nsnc2c1S(=O)(=O)N(Cc1ccco1)Cc1cc2cccc(C)c2[nH]c1=O	-0.3	-10	0.4	3	-3	-3	2	0.3	-2	0
Clc1cccc(-c2ccc(CNCc3ccccn3)o2)c1	0.0	33	2.0	-1	1	2	-3	-1.5	12	15
COc1cccc(NC(=O)c2cc3c(=O)n4ccccc4nc3n(CC(C)C)c2=N)c1	-0.3	-8	1.6	-11	-8	25	2	0.1	-1	5
COc1ccc(NS(=O)(=O)c2ccc3c(c2)N(C(C)=O)CC(C)S3)c(OC)c1 (stereo unspecified)	-0.9	-10	-0.3	-3	6	-19	1	1.1	2	9
CCN(CC(=O)NCc1ccc(Cl)cc1)C(=O)CCC(=O)c1ccc(F)cc1	i	-4	1.9	-4	x	-9	x	0.6	u	11
CCOC(=O)C1(Cc2ccccc2)CCCN(CCCn2cccn2)C1 (stereo unspecified)	-0.2	6	0.8	-5	12	4	5	-0.9	-1	4
COc1ccc(CCN2C(=O)CC(N3CCC(C(N)=O)CC3)C2=O)cc1OC (stereo unspecified)	0.0	-5	0.2	0	21	4	6	2.7	-9	-4
CS(=O)(=O)N(CC(=O)Nc1ccc2c(c1)OCO2)c1ccc(Cl)cc1	i	-16	x	9	-12	6	1	-1.0	-2	-1
CC(C)C(NS(=O)(=O)c1ccc2c(c1)C(C)(C)C(=O)N2C)C(=O)NCc1ccccc1Cl (stereo unspecified)	-0.3	1	2.3	-6	10	20	6	0.4	-8	-6
Cc1cc(C)nc(CCNC(=O)CC2C(=O)NCCN2Cc2ccc(F)cc2Cl)n1 (stereo unspecified)	i	-5	0.7	-5	2	4	1	2.1	-4	22
CC1=NCCN1S(=O)(=O)c1cccc([N+](=O)[O-])c1	i	-24	-0.9	1	18	-6	4	-1.0	-8	-3
O=C(Nc1ccc2c(c1)OCCO2)c1cnc2n(c1=O)CCS2	-0.3	1	-0.7	-3	-23	2	-7	-0.6	-2	6
Cc1ccccc1CN(C)C(=O)[C@H](Cc1ccccc1)NC(=O)c1ccco1	-4.0	-14	7.6	-7	x	-2	x	0.3	-10	25
Cc1c(CC(=O)NCC(=O)NCC(=O)O)c(=O)oc2cc3oc4c(c3cc12)CCCC4	-0.4	2	0.3	-13	10	4	5	1.4	12	11
Cc1ccc(C(=O)CSc2nnc(-c3ccco3)n2Cc2ccccc2)cc1	0.0	-2	x	-8	4	-13	1	-1.2	-4	42
Cc1ccc(N(C)S(=O)(=O)c2cccc(C(=O)N3CCN(Cc4ccccc4)CC3)c2)cc1	-0.6	4	1.0	6	x	2	x	3.0	x	7
Cc1cc(=O)oc2cc(OCC(=O)Nc3ccccc3C(N)=O)c(Cl)cc12	-0.7	-3	-0.1	-9	20	-10	-4	-0.1	-1	0
CN(CCO)C(=O)C(c1ccccc1)c1ccccc1	i	-9	-0.2	3	5	1	2	0.3	-8	2
CC1(C)CC(=O)C2=C(C1)N1CCCCC1CC2=O (stereo unspecified)	-0.2	-6	x	2	26	3	1	-0.6	4	8
C[C@@H](C(=O)Nc1nccs1)N1C(=O)C2CC=CCC2C1=O (stereo partly specified)	0.9	-4	-0.9	1	x	5	x	-1.5	-2	-5
Cc1ccc(C)c(N(CC(=O)Nc2ccccc2C(=O)NCc2ccco2)S(=O)(=O)c2ccccc2)c1	-5.1	-6	x	-27	10	-2	4	0.0	-4	-2
Cc1ccc(OCC(=O)NNC(=S)NCc2ccccc2)cc1	i	-3	0.6	-17	-15	4	2	-0.3	0	2
O=C(O)C1CCCCN1S(=O)(=O)c1ccc(Cl)s1 (stereo unspecified)	-0.4	-9	0.5	-2	32	7	3	-0.6	-3	-1
COC(=O)c1nnn(CC(=O)Nc2ccc(C)c(F)c2)c1C(=O)OC	-0.5	-12	x	6	2	-2	-5	u	u	7
COc1ccc(C2C(C(=O)c3ccco3)=C(O)C(=O)N2Cc2cccnc2)cc1OC (stereo unspecified)	5.0	12&-6	x	3	34	8	-5	0.3	-4	4
CN(C)CCNC(=O)c1ccc(-c2cn3c(-c4ccc(Oc5ccccc5)cc4)cnc3cn2)cc1	i	x	0.9	x	x	x	x	x	-6	-36
COc1ccccc1-c1nnc(SC(C)C(=O)O)n1-c1ccccc1 (stereo unspecified)	x	-6	3.0	-4	27	9	-1	0.1	-4	-16
CCC(C)Sc1nc(C)nc2c1c(=O)n(C)c(=O)n2C (stereo unspecified)	-1.2	-8	2.7	0	12	17	2	-1.4	2	-11
COc1cc(OC)cc(C(=O)Nc2cccc3ccccc23)c1	i	-5	-1.3	-6	45	9	-2	-0.8	2	-13
COc1cc(C(=O)OCC(=O)Nc2ccccc2C(=O)NC2CC2)c([N+](=O)[O-])cc1OC	i	-6	1.9	3	x	10	x	-0.8	0	-5
COc1ccccc1NC(=O)CN(C)S(=O)(=O)c1cc(C)ccc1OC	-0.2	7	x	-1	18	-1	0	0.2	1	16
O=C(Nc1ccc(S(=O)(=O)N2CCOCC2)cc1)c1ccc2ncsc2c1	0.0	-6	-0.5	8	15	4	2	0.0	-7	-7
Cc1cc(C)c2c(=O)[nH]c(SCC(=O)c3ccc(F)c(C)c3)nc2n1	-0.5	1&-3	0.7	1	18	-7	-4	-1.2	-2	6
Cc1c(NC(=O)CN2C(=O)NC(C)(c3ccccc3Cl)C2=O)c(=O)n(-c2ccccc2)n1C (stereo unspecified)	-3.7	-15	x	2	-8	-4	2	-1.1	0	-4
Cc1cc(NC(=O)Cn2c(=O)oc3ccccc32)no1	-3.2	4	0.9	-8	x	3	x	-0.6	2	-10
N#C/C(=C\c1cccc(O)c1)C(=O)N1CCCCC1	i	1	0.1	1	31	7	2	-0.7	7	-3
CC1CCCC(C)N1C(=O)COC(=O)c1ccc(S(=O)(=O)N(C)c2ccccc2)cc1 (stereo unspecified)	i	-13	0.2	-3	x	4	x	2.8	-6	38
O=C(CCNC(=O)c1ccc(Br)cc1)OCc1ccccc1Cl	-4.2	-12	0.3	0	x	-1	x	11	7	-4
Nn1c(COc2ccccc2)nnc1SC(F)F	-0.1	0&-16	x	-1	12	6	-8	-0.4	-3	5
CCCn1ncc(CN2CCC(n3nccc3NC(=O)CCc3ccccc3)CC2)c1C	-0.6	-12	-0.2	2	-53	13	-1	0.0	0	-8
COc1ccccc1-c1noc2ncnc(Nc3cccc(C)c3)c12	i	-3	2.1	-10	21	-2	0	0.7	-2	4
CC(=O)Nc1cccc(NC(=O)c2cccc3cccnc23)c1	-0.2	4	-1.3	-22	12	10	-9	0.8	-9	0
O=C(NC1CCC1)C1CCC(=O)N(Cc2cccc(F)c2)C1 (stereo unspecified)	i	-5	-9.0	x	7	4	0	-2.0	1	10
CC(Cc1ccccc1)C(=O)N1CCN(C)CC1 (stereo unspecified)	0.6	-7	0.2	-3	9	7	-6	-0.6	2	-7
CCOC(=O)C1=C(C)N(CCCC(=O)O)C(=O)NC1c1ccccc1 (stereo unspecified)	i	7	0.5	6	x	2	x	0.6	-1	4
O=C(NCC(O)c1ccccc1)c1cccc(S(=O)(=O)N2CCOCC2)c1 (stereo unspecified)	-0.4	2&-9	x	6	11	1	-3	0.3	0	-7
CN1CCN(Cc2c(O)ccc3occ(C(=O)c4ccccc4)c23)CC1	-3.2	-2	x	-7	-18	-1	8	-1.0	-6	1
CC(C)n1nc(C(=O)Nc2ccc(-n3cnnn3)cc2)c2ccccc2c1=O	-1.1	-5	5.9	-5	x	-20	x	0.4	1	-3
CNC(=O)Nc1ccc(C2SCCS2)cc1	-0.5	-3	0.7	-11	12	3	-1	-0.8	10	-10
O=C(C1CCCN(S(=O)(=O)c2cccnc2)C1)N1CCn2c1nc1ccccc12 (stereo unspecified)	i	2	-0.4	4	-1	2	1	1.3	7	4
Cc1ccc(C)c(NS(=O)(=O)c2c(C)nn(C)c2C)c1	i	-12	x	2	7	0	1	-0.9	-2	7
O=C(CN1CCN(c2ccccn2)CC1)Nc1ccc(F)cc1	i	-10	x	-7	24	3	1	-1.0	-3	0
COc1ccccc1CC(=O)NC12CC3CC(CC(C3)C1)C2	-2.1	-19	0.4	-3	6	-17	3	0.3	18	8

# (cont.)
Compound	Vc quorum ag	PriA SSB inh	TcdB GH inh	Rv3671c inh	VHR inh abs	MazEF act	SARS 3CLpro inh	PfHsp40 rescue	Anthrax LF prot	Y pestis TopoI
COc1ccc(S(=O)(=O)NCCN2CCOCC2)c(C)c1C	-0.5	-10	1.3	2	28	-10	5	0.4	-5	-13
N#CC(Cc1ccc(OC(F)F)cc1)c1nc2ccccc2[nH]1 (stereo unspecified)	-0.3	1	x	-15	3	1	-1	1.0	0	-11
Cc1ccc(NC(=O)c2cccc(Cl)c2)nc1	-3.4	9	x	2	-2	-5	1	1.5	-2	-4
Cc1nc2sc3c(O)cc(=O)[nH]c3c2c(C)c1C	-4.2	-29	x	4	-8	19	1	-1.4	-1	-6
CCn1c(SCC(N)=O)nnc1C(C)C	-0.5	-15	-1.5	4	8	-1	2	0.9	-6	-14
CC(C)(C)NC(=O)CN1C(=O)/C(=C/c2ccccc2)SC1=S	-0.7	4	-0.9	5	12	-20	8	x	1	-3
CC(=O)CCC(=O)NCCc1ccccc1F	x	-8	1.4	-8	-8	-12	-2	-0.7	0	-1
Cc1ccc2cc(C#N)c(SCC(=O)N3CCCc4ccccc43)nc2c1C	-7.1	-2	1.9	-6	45	-15	4	-0.4	1	3
S=C(NC1CCCCC1)N1CCCCC1	-0.5	-3	0.2	1	12	7	0	-1.8	-5	-6

# Of the compounds above, these contain a nitro group on carbon:
Compound	Vc quorum ag	PriA SSB inh	TcdB GH inh	Rv3671c inh	VHR inh abs	MazEF act	SARS 3CLpro inh	PfHsp40 rescue	Anthrax LF prot	Y pestis TopoI
N#CCC(=O)Nc1ccc(C(=O)OC(C(=O)Nc2ccc([N+](=O)[O-])cc2Br)c2ccccc2)cc1 (stereo unspecified)	i	6	0.6	x	x	-2	x	-1.0	-8	-22
CC1=NCCN1S(=O)(=O)c1cccc([N+](=O)[O-])c1	i	-24	-0.9	1	18	-6	4	-1.0	-8	-3
COc1cc(C(=O)OCC(=O)Nc2ccccc2C(=O)NC2CC2)c([N+](=O)[O-])cc1OC	i	-6	1.9	3	x	10	x	-0.8	0	-5
